From PubChem BioAssay
MITF primary: MITF inhibitors, primary screen, biochemical, AlphaScreen, human. AID 1259374, 2018. hit rate 0.91% among 650,000. Microphthalmia-associated transcription factor (Homo sapiens), O75030. AlphaScreen MITF homodimerization, bead proximity signal. inhibition, % at 2.6 µM; in the data active = inhibition above about 50%;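 note: 0% = vehicle wells with protein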
GPR151 activ: activators of human GPR151, primary screen, cell-based, PathHunter beta-arrestin, luminescence; PathHunter beta-arrestin GPR151 cells; activation, % at 11.2 µM; hit rate 1% among 650,000; G-protein coupled receptor 151 (Homo sapiens), Q8TDV0; in the data active = activation above about 4.9%;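 note: 0% = median of compound wells and 100% = cells with positive control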
TEAD-YAP block: TEAD-YAP interaction inhibition, primary screen, TEAD-YAP interaction inhibitor project, luminescence, HEK-TIYL cells. hit rate 1.4% among 640,000. inhibition, % at 9.12 µM. TEAD-Gal4/YAP UAS-luciferase luminescence. AID 1259422, 2018; in the data active = inhibition above about 32%;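 note: 0% = median of test compound wells and 100% = reference inhibitor wells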
FBW7 activator: FBW7 E3 ligase activators, primary screen, biochemical, AlphaScreen, human. F-box/WD repeat-containing protein 7 (Homo sapiens), Q969H0. AlphaScreen FBW7–phospho-cyclin E peptide binding, activator screen. normalized activity (activation), % at 26.1 µM. hit rate 0.13% among 650,000. AID 1259310, 2017; in the data active = normalized activity above about 1.9%;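 note: purified mutant Fbw7 with reduced substrate affinity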
Target sequence (Q969H0 whole entry, looked up): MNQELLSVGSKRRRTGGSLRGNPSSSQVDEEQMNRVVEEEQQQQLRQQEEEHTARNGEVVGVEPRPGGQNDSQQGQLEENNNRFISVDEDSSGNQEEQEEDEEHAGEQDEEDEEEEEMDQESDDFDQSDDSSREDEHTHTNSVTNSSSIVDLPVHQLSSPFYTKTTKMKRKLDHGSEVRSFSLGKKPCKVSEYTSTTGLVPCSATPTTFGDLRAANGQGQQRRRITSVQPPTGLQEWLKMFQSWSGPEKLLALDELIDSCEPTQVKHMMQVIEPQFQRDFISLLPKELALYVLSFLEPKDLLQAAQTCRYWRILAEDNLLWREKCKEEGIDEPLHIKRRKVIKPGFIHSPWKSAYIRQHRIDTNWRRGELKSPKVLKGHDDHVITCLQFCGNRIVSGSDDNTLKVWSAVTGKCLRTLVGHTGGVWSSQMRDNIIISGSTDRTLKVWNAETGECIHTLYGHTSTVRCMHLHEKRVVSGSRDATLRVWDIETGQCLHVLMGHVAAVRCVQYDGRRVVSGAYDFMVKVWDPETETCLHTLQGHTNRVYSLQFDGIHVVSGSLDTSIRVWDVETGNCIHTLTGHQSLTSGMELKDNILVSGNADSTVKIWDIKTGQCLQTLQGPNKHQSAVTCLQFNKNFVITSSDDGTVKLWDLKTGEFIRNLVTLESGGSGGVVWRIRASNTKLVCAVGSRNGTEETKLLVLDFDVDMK
* hit, by the source's call; x = not tested or not shown. Rows were taken by chance, and some 3.4% of all compounds hit somewhere here.

SMILES	MITF primary	GPR151 activ	TEAD-YAP block	FBW7 activator
COc1ccc(C(=O)N2CCc3ccccc32)cc1I	-5	-1.1	-1	-0.1
COc1ccc2c(c1)CC(C(=O)Nc1ccc(-c3ccncc3)cc1OCCN1CCOCC1)CO2 (configuration not stated)	-2	-0.3	-2	-0.4
COc1cc2cc(CN(Cc3cccs3)C(C)=O)c(=O)[nH]c2cc1OC	10	-1.3	5	0.1
COc1cccc(CN[C@@H]2C[C@@H](C(=O)NC(C)C)N(Cc3ccccc3)C2)c1	-6	-0.7	0	0.2
COc1ccc(-n2nnc3c(SCC(=O)Nc4ccc(F)cc4)ncnc32)cc1	23	-2.5	2	0.1
CC(=O)Oc1ccc(/C=C/c2ccc3cccc(OC(C)=O)c3n2)cc1[N+](=O)[O-]	21	-7.4	-7	0.0
O=S(=O)(NCCc1cn2ccccc2n1)c1ccc(F)cc1	-16	-0.2	-5	-0.2
COc1ccc(/C=C(\NC(=O)c2cccc(Br)c2)C(N)=O)cc1	-29	-0.1	11	0.0
Cc1ccc(-n2nc3c(c2NC(=O)c2ccc(C)c([N+](=O)[O-])c2)CS(=O)(=O)C3)cc1	-2	3.0	12	-0.3
COc1ccc(N2CCN(c3c(-c4ccccc4)c(=O)c3=O)CC2)cc1	10	-1.9	8	-0.1
CCCCC(=O)NC1(C(F)(F)F)C(=O)NC(C)=C1C#N (configuration not stated)	4	0.2	-3	0.3
Cc1ccccc1CN1C=NS(=O)(=O)c2ccccc21	8	-1.0	5	0.6
COc1cc(C2NC(=O)N(C)C(C)=C2C(=O)OCCOc2ccccc2)cc(Br)c1O (configuration not stated)	-11	1.1	-3	0.2
CCC(C)NCCOc1cc(Cl)ccc1Cl (configuration not stated)	18	-1.1	0	-0.2
Cc1ccc(NC(=O)C2C3C=CC4(O3)C2C(=O)N(CCC2=CCCCC2)C4C(=O)NC2CCCCC2)cc1 (configuration not stated)	-3	-0.3	-8	0.3
Cc1ccc(C)c(S(=O)(=O)N(CC(=O)O)Cc2c(Cl)cccc2Cl)c1	17	-1.6	-1	0.2
Cc1cccc(NC(=O)C(Cc2c[nH]c3ccccc23)NC(=O)C(c2ccccc2)c2ccccc2)c1C (configuration not stated)	3	1.0	3	0.2
O=C(c1c([N+](=O)[O-])cc(Oc2ccccc2)cc1[N+](=O)[O-])N1CCOCC1	0	0.8	11	-0.2
Fc1ccc(-c2nc(-c3cccnc3)no2)cc1	8	-2.9	-46	0.1
CC(=O)Nc1ccc(Nc2nc(Nc3cnccn3)nc3c2ncn3C(C)C)cc1	0	-0.1	41*	-0.1
Cc1ccc(Cl)cc1N1CCN(C(=O)CN(c2ccc(F)cc2)S(C)(=O)=O)CC1	14	0.6	4	0.1
CCOc1ccccc1NC(=O)CCC(=O)OC(C)C	-7	-1.0	-6	0.0
COc1cc2c(cc1OC)C(C)N(C(=O)C(c1ccccc1)c1ccccc1)CC2 (configuration not stated)	-7	-0.6	-12	-0.2
O=C(NCCc1c[nH]c2ccccc12)c1cccc(-n2c(=S)[nH]c3ccccc3c2=O)c1	2	-0.7	2	-0.1
OC(COCC1COc2ccccc2O1)CN1CCN(c2ccccc2)CC1 (configuration not stated)	12	0.0	-7	0.0
O=C1NC(=O)C2C1C(c1ccc([N+](=O)[O-])cc1)NN2Cc1ccccc1 (configuration not stated)	-7	-0.3	14	0.2
Cc1ccc(NS(=O)(=O)c2cc([N+](=O)[O-])c(C)c([N+](=O)[O-])c2)cc1C	-3	0.1	-7	-0.1
Cc1ccc(N2C(=O)Cn3c2nc2c3c(=O)n(C)c(=O)n2C)cc1C	4	-1.6	11	0.0
Cc1ccc2c(c1)N(C(=O)CCC(=O)NC1CCCC1)CCO2	6	4.3	-4	-0.5
c1cc(CNc2ccc3ncc(-c4ccc(N5CCOCC5)cc4)n3n2)ccn1	-8	2.3	-17	-0.6
CCOc1ccc(NC(=O)c2cccc(OC(C)C)c2)cc1	-8	-0.1	-35	0.2
CCOc1ccc(NCC(=O)c2ccc(C)cc2)cc1	-2	0.2	-10	-1.0
CC(C)(C)OC(=O)NC(CCC(=O)OCc1ccccc1)C(=O)Oc1ccc([N+](=O)[O-])cc1 (configuration not stated)	-5	-1.4	-4	0.1
O=C(CN1CCN(c2cccc(Cl)c2)CC1)NC1CCCCC1	14	-1.1	10	0.3
CCc1ccccc1NC(=O)CSc1nnc(CNC(=O)c2cccc(Cl)c2)n1C	-8	-0.4	16	0.0
O=C(NCc1ccc(F)cc1)C1CCC(CNc2c(N3CCOCC3)c(=O)c2=O)CC1 (configuration not stated)	0	-1.0	-5	-0.2
COc1ccc(-c2ccc(=O)n(CC(=O)Nc3cnc4ccccc4c3)n2)cc1OC	0	3.5	0	0.1
Cc1ccc(OCC(=O)Nc2ccc(S(=O)(=O)N3CCCC3)cc2)cc1	10	1.6	-4	0.3
COc1ccccc1C(=O)Oc1ccc2c(C)cc(=O)oc2c1	4	-1.6	-16	-0.1
Cc1nn(C)cc1C(=O)N1CCn2cc(C(F)(F)F)nc2C1	14	-0.5	-3	-0.1
Nc1cc(Br)cc(C2=NCCN2)c1	3	1.5	10	0.1
FC(F)(F)c1ccc2c(c1)nc1n2CCCC1	-6	-1.9	-11	0.1
CCc1cc(-c2[nH]ncc2Oc2ccccc2)c(O)cc1OC	4	1.8	0	-0.4
COc1cc2nc(Oc3ccccc3)nc(Nc3ccc(N4CCOCC4)cc3)c2cc1OC	1	2.3	42*	-0.2
O=C(NC1CCCC1)c1cc(=O)[nH]c2ccc(Br)cc12	-6	-1.2	-14	0.1
O=C(Nc1cccc(O)c1)N1CCOCC1	-4	0.0	10	-0.2
Cc1ccc(C)c(S(=O)(=O)Nc2nc(C)c(C(=O)Nc3ccccc3)s2)c1	15	-0.8	-17	0.4
CCc1cc2c(nc1CC)CCN(CC/C(C)=N/O[C@H](C)c1cn([C@H](CO)Cc3ccccc3)nn1)C2	-16	-2.3	x	0.0
CCCCn1c(=O)c2c(nc3n(CCOC)c(C)cn23)n(C)c1=O	1	0.5	5	-0.1
O=CN1CCN(C(=O)COc2ccc(Br)cc2Cl)CC1	70*	0.5	6	0.2
Cc1ccc2nc(-c3ccc(NC(=O)c4cc([N+](=O)[O-])ccc4Cl)cc3)sc2c1	5	1.4	-6	0.2
Cc1nn(C)cc1C(=O)Nc1nc2ccccc2[nH]1	-11	-4.5	26	0.1
CCOCCCn1c(=S)[nH]c2cc3ccccc3cc2c1=O	6	-2.3	3	0.0
CCOC(=O)c1ccc(N2N=C(C)/C(=C\c3ccc(-c4ccc(Cl)c(C(=O)O)c4)o3)C2=O)cc1	-5	0.4	1	0.0
O=C(O)C1C2C=CC(O2)C1C(=O)Nc1ccc2c(c1)oc1ccccc12 (configuration not stated)	10	1.2	-36	0.3
Clc1ccc2oc(-c3ccccc3)nc2c1	-2	-0.8	-52	-0.1
CCOc1ccccc1N1CCN(CC(=O)N2C(C)CCCC2C)CC1 (configuration not stated)	4	-0.5	5	0.0
Cc1cc(C(=O)N2CCc3ccccc32)n(-c2ccccc2)n1	3	0.6	35*	-0.3
N#CSC(CNS(=O)(=O)c1ccc(Cl)cc1)c1ccccc1 (configuration not stated)	15	2.7	10	0.2
CCOc1ccc(Oc2nc(NCC(C)C)nc(N(C)C)n2)nn1	7	-1.2	-2	-0.1
Additional structures follow:
SMILES	MITF primary	GPR151 activ	TEAD-YAP block	FBW7 activator
COc1cc(C=O)cc(I)c1OCc1ccc([N+](=O)[O-])cc1	0	0.2	7	0.8
CCOC(=O)c1c(NC(=O)CSc2nnc(CNC(=O)c3cccs3)n2-c2cccc(C(F)(F)F)c2)sc2c1CCCC2	-6	-0.7	-3	0.0
COc1ccc(-n2c(CNC(=O)Cc3cccs3)nnc2SC)cc1	9	-1.7	-1	0.0
CC(C)OCCCNC(=O)C(=O)Nc1ccc(F)cc1	1	-2.1	-61	0.1
Cc1ccc(-c2ncn(-c3ccc(Nc4ncc5cccc(-c6ccc7c(cnn7C)c6)c5n4)cc3)n2)cn1	9	-0.6	1	0.3
CCCCN(C)CCC(=O)Nc1ccccc1Cl	-16	-0.6	-3	-0.4
C#CCOCC1CCCN(S(=O)(=O)c2ccc(Cl)cc2)C1 (configuration not stated)	1	0.4	7	0.1
Cc1cn2cc(CNC(=O)c3ccc(CN(C)C(C)c4ccco4)[nH]c3=O)nc2s1 (configuration not stated)	-7	-0.6	-2	0.5
COc1ccc(NC(=O)c2cccc(Cl)c2Cl)cc1Cl	3	-1.3	-55	0.1
COCCCn1c(=C(C#N)C#N)s/c(=C/c2ccccc2Br)c1=O	-2	1.1	-18	-0.2
O=C(Nc1ccc(F)cc1F)c1ccc(Cl)cc1Cl	2	-3.1	-27	-0.1
O=C(NC(=S)Nc1ccccc1O)c1ccccc1F	-8	-1.1	-28	0.0
COc1ccc(C(=O)Nc2ccc(-c3ccc(N4CCOCC4)nn3)cc2)cc1OC	1	-0.9	-1	-0.1
COc1ccc(OC)c(-c2ncnn2-c2cccc(Cl)c2)c1	10	0.8	3	0.1
COc1ccc(Nc2ccnc3c(-c4ccc(N(C)C)cc4)cnn23)cn1	13	-0.1	-45	0.9
OC1(C(F)(F)F)CC(c2ccccc2)=NO1 (configuration not stated)	6	-1.5	-2	-0.1
O=C(O)c1cccc(N2C(=O)CSC2=S)c1	-2	-3.9	-15	-0.2
Cc1ccc(C(=O)COC(=O)C(Cc2ccccc2)N2C(=O)C3C4C=CC(C4)C3C2=O)cc1 (configuration not stated)	-15	-0.6	-1	-0.2
CCOc1ccccc1NC(=O)C(CC)Sc1nc2cc(OC)c(OC)cc2c(=O)n1CCc1ccc(Cl)cc1 (configuration not stated)	8	-0.3	8	0.1
O=C(NCCc1ccc(Cl)cc1)c1cc2c(s1)CSC2	-1	4.1	-31	0.2
Cn1c(=O)c2c(nc(Cl)n2C/C(O)=C(\C#N)c2nc3ccccc3[nH]2)n(C)c1=O	-2	-2.1	-4	-0.6
COc1ccccc1OC(=O)c1ccc(C#N)cc1	-11	-1.1	-5	0.0
COc1ccc(NC(=O)c2ccc3c(c2)C(=O)N(c2ccc(Sc4ccc([N+](=O)[O-])cc4)cc2)C3=O)cc1	17	-1.3	3	-0.1
O=C(Nc1ccc2[nH]ncc2c1)c1ccnc(OC2CCCN(Cc3ccccc3)C2)c1 (configuration not stated)	4	1.7	-6	0.3
CCOc1cc(CN2CCC(C(=O)N3CCC(C)CC3)CC2)ccc1O	27	0.3	13	1.4
NC(=O)c1ccc(NC(=O)COC(=O)CC2Sc3ccccc3NC2=O)cc1 (configuration not stated)	-6	0.8	2	0.1
Cc1ccsc1CNn1nnnc1N	-1	-1.1	-3	-0.1
CC(=O)C1(OC(=O)NC(C)(C)C)CCCCC1	10	-0.5	5	0.0
O=C(O)C1CC(=O)N(c2ccc(Oc3ccccc3)cc2)C1 (configuration not stated)	4	0.6	9	0.3
CC(C)NC(=O)COc1ccc(C(C)(C)C)cc1Br	-2	0.4	-33	0.2
CC1CN(C(=O)COc2ccc(Cl)cc2Br)CC(C)O1 (configuration not stated)	-1	1.0	0	-0.1
NC(=O)c1ccc(N=Cc2cccc(Cl)c2)cc1	0	0.4	-3	0.1
CCCNC(=O)c1csc(N2CCCC2CO)n1 (configuration not stated)	11	-1.0	-13	0.0
COc1ccc(-n2nc(C(=O)N3CCN(c4ccccc4)CC3)c3ccccc3c2=O)cc1	3	-0.7	4	-0.1
